Source: PubChem BioAssay (several laboratories)
PMI act – activators of human PMI, primary screen, biochemical, fluorescence intensity, near-Km mannose 6-phosphate. purified human PMI, coupled resazurin fluorescence, 20 min; stronger effect = higher value; 1 = vehicle control, 0 substrate-free wells. activation factor at 20 µM. 190,000 tested, 0.005% active;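 active means activation factor of 2 or more at 20 µM, relative to plate controls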
FLuc inh counter – firefly luciferase enzyme inhibitors, primary screen, artefact control for luciferase-based inhibitor screens, biochemical, luminescence, ATPLite; Luciferin 4-monooxygenase (Photinus pyralis), P08659; 10 min; inhibition, % at 10 µM; 200,000 tested, 1.5% active; AID 1006, 2008;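 active means inhibition above about 50% when tested at 10 µM, limit read from the data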
Target sequence (P08659 whole entry, looked up): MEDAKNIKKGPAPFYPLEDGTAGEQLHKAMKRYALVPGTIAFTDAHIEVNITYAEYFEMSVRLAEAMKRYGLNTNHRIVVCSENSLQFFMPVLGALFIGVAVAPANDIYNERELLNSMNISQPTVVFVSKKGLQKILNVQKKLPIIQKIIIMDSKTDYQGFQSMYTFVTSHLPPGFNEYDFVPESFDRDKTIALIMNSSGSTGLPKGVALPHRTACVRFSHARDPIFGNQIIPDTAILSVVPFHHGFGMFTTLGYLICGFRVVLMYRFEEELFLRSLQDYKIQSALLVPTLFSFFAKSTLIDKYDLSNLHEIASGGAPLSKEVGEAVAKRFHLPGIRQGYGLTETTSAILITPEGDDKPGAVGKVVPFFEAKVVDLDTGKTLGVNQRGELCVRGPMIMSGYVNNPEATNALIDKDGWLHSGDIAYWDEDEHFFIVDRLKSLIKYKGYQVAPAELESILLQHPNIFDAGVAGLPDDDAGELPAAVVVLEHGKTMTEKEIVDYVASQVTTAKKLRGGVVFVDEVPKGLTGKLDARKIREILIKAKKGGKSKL
TNAP inh no acc – human TNAP enzyme inhibitors, primary screen, biochemical, luminescent, no phosphate acceptor, uHTS; Alkaline phosphatase, tissue-nonspecific isozyme (Homo sapiens), P05186; purified TNAP, CDP-star luminescence, 30 min; inhibition, % at 20 µM; 200,000 tested, 0.26% active;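 active means tissue-nonspecific alkaline phosphatase inhibition above about 50% at 20 µM in the single-dose screen, limit read from the data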;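 further: 0% = DMSO negative control and 100% = EDTA positive control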
Target sequence (P05186 whole entry, looked up): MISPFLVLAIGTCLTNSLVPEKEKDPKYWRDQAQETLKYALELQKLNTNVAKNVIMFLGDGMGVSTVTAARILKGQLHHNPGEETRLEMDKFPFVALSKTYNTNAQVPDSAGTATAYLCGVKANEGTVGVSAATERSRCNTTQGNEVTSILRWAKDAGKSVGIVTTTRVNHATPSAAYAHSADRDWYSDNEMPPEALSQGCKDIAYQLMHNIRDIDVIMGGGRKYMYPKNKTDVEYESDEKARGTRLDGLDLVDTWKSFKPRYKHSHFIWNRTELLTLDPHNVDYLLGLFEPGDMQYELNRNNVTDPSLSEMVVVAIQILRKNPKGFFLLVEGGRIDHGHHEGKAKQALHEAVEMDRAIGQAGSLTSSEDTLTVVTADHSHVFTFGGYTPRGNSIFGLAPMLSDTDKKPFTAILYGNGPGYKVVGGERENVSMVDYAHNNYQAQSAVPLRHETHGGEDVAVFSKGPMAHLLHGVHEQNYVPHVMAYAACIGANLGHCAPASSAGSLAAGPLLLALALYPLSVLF
TNAP act hiacc – TNAP activators at high phosphate acceptor level, primary screen, biochemical, luminescence, uHTS. activation factor at 20 µM. 200,000 tested, under 10 active. purified TNAP, CDP-star luminescence, 1 M DEA, 30 min; stronger effect = higher value; 0 = EDTA background, 1 = DMSO-only activity;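 active means activation factor at least 2 at 20 µM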
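Control set: EDTA negative control, DMSO positive control / Assay system: human TNAP / Quantity: TNAP 1/800 final / Evaluation: TNAP activation factor scaled between EDTA and DMSO control wells / Measured by: luminescent substrate turnover signal / Compound dosing: one dose, 20 µM / Times: 30 min enzyme reaction at room temperature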
FLuc act counter – FLuc activators, initial screening, artefact control for FLuc-dependent activation tests, biochemical, ATPlite luminescence; Luciferin 4-monooxygenase (Photinus pyralis), P08659; ATPlite luciferase biochemical, 10 min; 0 = ATP-free wells, 1 = DMSO control; activation factor at 10 µM; 200,000 tested, under 10 active; AID 1027, 2008;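 active means luciferase activation factor, scaled between plate controls, of at least 2 with compound at 10 µM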
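System: Luciferase/luciferin detection reagent, cell-free biochemical luciferase assay | Medium: PBS buffer for ATP | Dosing: Test compounds dosed from 2 mM stocks in 100% DMSO | Timing: 10 min at ambient temperature | Signal: Luminescence measurement of luciferase light output | Evaluation: Luciferase activation, seen as luminescence increase over controls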
TNAP inh hiacc – human TNAP enzyme inhibitors, primary screen, biochemical, luminescent, high phosphate acceptor level, uHTS | Alkaline phosphatase, tissue-nonspecific isozyme (Homo sapiens), P05186 | purified TNAP, CDP-star luminescence, 1 M DEA | inhibition, % at 20 µM | 200,000 tested, 0.03% active | AID 1135, 2008;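 active means over 50% inhibition of tissue-nonspecific alkaline phosphatase at 20 µM in the single-dose screen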;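 further: plate controls were DMSO wells for no effect and EDTA-quenched wells as full inhibition for full effect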
bIAP activator – bovine intestinal alkaline phosphatase activators, primary screen, biochemical, bovine IAP, CDP-star luminescence; purified bovine IAP, 30 min; stronger effect = higher value; fold of DMSO-control signal, blank-subtracted; activation factor at 20 µM; 200,000 tested, 0.17% active;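 active means activation factor of 2 or more at 20 µM, a signal rise over negative controls twice the positive control's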
APP 5'UTR act – activators of APP 5'UTR luciferase reporter, primary screen, SH-SY5Y cells. SH-SY5Y APP 5'UTR luciferase reporter, luminescence; zero percent = DMSO vehicle wells. activation, % at 2 µM. 190,000 tested, 1% active;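 active means activation above a set limit, based on mean plus 3 SD of controls, cut at about 140% in these data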; further: values of inactives mirror those of a sister screen read the other way
PMI act satM6P – human PMI activators, high substrate, primary screen, biochemical, fluorescence intensity, near-saturating mannose 6-phosphate; Mannose-6-phosphate isomerase (Homo sapiens), P34949; coupled PMI enzyme assay, resazurin fluorescence, 20 min; stronger effect = higher value; 1 = untreated enzyme, 0 = substrate-free blank; activation factor at 20 µM; 190,000 tested, 0.34% active; AID 1216, 2008;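 active means activation factor of 2 or more at 20 µM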
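Test system: human phosphomannose isomerase with PGI, G6PDH, diaphorase coupling enzymes; Amount: PMI at 15 ng/mL final; Reagent: Mannose-6-phosphate 1.0 mM (near-saturating) plus 0.22 mM NADP+; Timing: 20 min, room temperature; Technique: resorufin fluorescence at Ex 544/Em 590 nm; Dosing: 20 µM single dose.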
NF-kB neuron act – activators of NF-kB expression in neurons, primary screen, cell-based, HTS. human neuronal cells, NF-kB reporter expression; stronger effect = higher value. fold change at 12.5 µM. 190,000 tested, 1.6% active; in the data active means fold change above about 3.3
Numbers without * were called inactive; · = no result given; & = joins results of further samples. This is a subset; the hit share may differ from the screen's.

SMILES	PMI act	FLuc inh counter	TNAP inh no acc	TNAP act hiacc	FLuc act counter	TNAP inh hiacc	bIAP activator	APP 5'UTR act	PMI act satM6P	NF-kB neuron act
CCc1nc2ccccc2c(=O)n1-c1ccc2ccccc2c1	1	-7	-24	1.1	1.1	-6	0.9	-15	1	1
CC[C@@H](CO)NC(=O)[C@@H]1C=C2c3cccc4c3c(cn4C)C[C@H]2N(C)C1	0.9	-3	-8	0.9	1	8	1	3&11	1	1.1
O=C1C(c2ccccc2)=C(N2CC2)c2ccccc21	1	-5	-6	1	1.1	-1	0.7	7	1	1.1
O=C(c1cc2cc3ccc(Cl)cc3nc2o1)N1CCC2(CC1)OCCO2	0.9	2	-1	1	1	-1	1	5	0.9	1.3
OC1(c2ccc(F)cc2)CCNC1 (stereo not given)	1.1	-8	-16	1	1.1	-5	1	6	1.1	1
O=S(=O)(c1ccccc1)N1CN2CCN(C2)C1	0.8	-5	-9	1	1.1	-3	1	-5	0.8	1.3
O=[N+]([O-])c1ccc(N2CCOCC2)c2cccnc12	1	-3	0	0.9	1	6	1	12	0.6	1
NCCNc1ccc([N+](=O)[O-])c2cccnc12	0.8	-2	30	0.8	1	20	0.7	4	0.5	1.2
CCC(=O)c1cn(Cc2ccccc2)c2ccccc12	0.9	-4	-4	1	1	0	0.8	5	0.9	1.1
CCC(CC)C1C(C#N)=C(N)Oc2c1c(=O)oc1ccccc21 (stereo not given)	0.9	-7	-12	1	1.1	-4	1	8	0.9	0.92
CCc1ccc2nc(N3CCC(C(=O)N4CCC5(CC4)OCCO5)CC3)sc2c1	1	35	-6	1	0.6	0	1.1	28	1	1.7
Cc1cccn2c(NCC3CCCO3)c(C(C)C)nc12 (stereo not given)	1.1	-8	-11	1.1	1.1	-6	0.8	6	1	1.1
OC(CCNCCc1c[nH]c2ccccc12)C(F)(F)F (stereo not given)	1	-7	-3	1	1.1	-3	1	27	1.1	1
O=C(c1cc(-c2ccncc2)nc2ccccc12)N1CCC2(CC1)OCCO2	1	-6	-16	1.1	1.1	-5	1	2	1	0.87
CCCCCn1c(=O)c(C(=O)Nc2c(C)n(C)n(-c3ccccc3)c2=O)c(O)c2ccccc21	0.9	-5	0	1	1	-2	1	-13	1	1.1
C[C@H](O)[C@H]1CC[C@H]2[C@@H]3CCC4=CC(=O)CC[C@]4(C)[C@H]3CC[C@]12C	1	1	-6	1	1	-4	1	13	1.1	1.1
Cc1ccc(-n2c(-c3ccc([N+](=O)[O-])cc3)nc3ccccc3c2=O)cc1	0.9	0	-12	1	1	-2	1	-4	1	0.89
CCC(C#N)(CC)P(=S)(c1ccccc1)c1ccccc1	1	-9	-7	1	1.1	0	1	-7	1	1
COc1ccc(C(C)=O)cc1CC(C(=O)c1ccc(C)c(C)c1)N(C)C (stereo not given)	0.8	-1	-3	1	1	4	0.9	-12	1	0.96
COCCOC(=O)c1c(C)oc2ccc(OC(=O)N(C)C)cc12	1	-1	-11	1.1	1	-7	1.1	1	1	0.91
CCCCCCn1c(O)c(C=NC2CCN(Cc3ccccc3)CC2)c(=O)[nH]c1=O	0.9	-1	-1	1.1	1	-5	1	-20	1	0.53
O=c1[nH]c(=O)n(Cc2ccccc2)c(O)c1C=NCCN1CCNCC1	0.8	2	-2	1	1	0	1	10	0.9	1
O=c1[nH]c(=O)n(Cc2ccccc2)c(O)c1C=Nc1ccc(CN2CCOCC2)cc1	1.2	-3	10	1.1	1	-12	1	-6	1.1	1.1
O=C1CCCN1c1ccc(S(=O)(=O)O)cc1 (tested in a mixture with another compound)	1.1	-6	-12	1	1.1	0	1	-4	1.1	1.3
COc1ccc(S(=O)(=O)Cc2ccc(C(=O)N3CCC4(CC3)OCCO4)o2)cc1	1.1	5	-6	1	0.9	1	0.9	16	1.1	1
Oc1ccc(CC2CC3CCN2CC3)cc1O (stereo not given)	0.5	-10	75*	0.9	1.1	7	1.1	2	0.7	1
Cn1c(O)c(C=Nc2ccc(Cl)cc2)c(=O)n(C)c1=O	1	7	-13	1	0.9	-5	0.9	13	1	1.2
O=P(/C(=N/O)N1CCCCC1)(N1CCOCC1)N1CCOCC1	1	2	-6	1	1	-3	0.8	-3	1.1	1.2
Cn1cccc1/C=C1\C(=O)NC(=O)N(CCC2=CCCCC2)C1=O	0.9	-10	18	0.9	1.1	9	0.9	-1	0.9	1.1
Cc1ccc2nc3c(cc2c1)CC1(C(=O)N(C)C(=O)N(C)C1=O)C1COCCN31 (stereo not given)	1.1	19	-4	1.1	0.8	-8	1.1	26	1	1.5
Cc1c2cnn(CC(=O)N3CCC4(CC3)OCCO4)c(=O)c2c(C)n1Cc1ccccc1F	0.9	0	-2	1	1	4	1.1	4	0.9	1.3
COc1ccc(C2C(C#N)=C(N)Oc3c2c(=O)oc2ccccc32)cc1Cn1cc([N+](=O)[O-])cn1 (stereo not given)	1	-8	-8	1	1.1	-3	1	-3	1	1.4
O=c1[nH]c(=O)n(Cc2ccc(F)cc2)c(O)c1C=NCCN1CCCCC1	1	-3	5	1	1	0	1.1	8	1	0.94
O=C(Cn1c(=O)n(CC2CS2)c2ccccc21)N1CCCCC1 (stereo not given)	1	-4	-7	1	1	0	1	12	1.1	1
O=c1c2ccccc2nc(-c2ccoc2)n1-c1ccccc1	1.1	-8	-16	1	1.1	-4	0.9	-4	1.1	0.83
c1ccc(CC(NCc2ccco2)c2ccccc2)cc1 (stereo not given)	1.1	2	2	1	1	2	1	6	1	1.1

Complete entries from above:
Shown for Oc1ccc(CC2CC3CCN2CC3)cc1O (stereo not given) → PMI act: 0.5; FLuc inh counter: -10; TNAP inh no acc: 75*; TNAP act hiacc: 0.9; FLuc act counter: 1.1; TNAP inh hiacc: 7; bIAP activator: 1.1; APP 5'UTR act: 2; PMI act satM6P: 0.7; NF-kB neuron act: 1
Shown for Cn1c(O)c(C=Nc2ccc(Cl)cc2)c(=O)n(C)c1=O → PMI act: 1; FLuc inh counter: 7; TNAP inh no acc: -13; TNAP act hiacc: 1; FLuc act counter: 0.9; TNAP inh hiacc: -5; bIAP activator: 0.9; APP 5'UTR act: 13; PMI act satM6P: 1; NF-kB neuron act: 1.2
Shown for Cc1ccc2nc3c(cc2c1)CC1(C(=O)N(C)C(=O)N(C)C1=O)C1COCCN31 (stereo not given) → PMI act: 1.1; FLuc inh counter: 19; TNAP inh no acc: -4; TNAP act hiacc: 1.1; FLuc act counter: 0.8; TNAP inh hiacc: -8; bIAP activator: 1.1; APP 5'UTR act: 26; PMI act satM6P: 1; NF-kB neuron act: 1.5

Carrying on:
SMILES	PMI act	FLuc inh counter	TNAP inh no acc	TNAP act hiacc	FLuc act counter	TNAP inh hiacc	bIAP activator	APP 5'UTR act	PMI act satM6P	NF-kB neuron act
O=C1c2cccc3cccc(c23)C(=O)N1/N=C/c1c(O)n(-c2ccccc2)c(=O)[nH]c1=O	1.1	-3	-30	1	1	-3	0.9	5	1	1.5
CC(C)C(C)(NC(=O)c1cccn(Cc2ccc3c(c2)OC(F)(F)O3)c1=O)C(N)=O (stereo not given)	1.2	-7	0	1.1	1.1	-6	1.2	-2	1.2	0.82
O=c1[nH]c(=S)n(C2CC2)c(O)c1C=Nc1cccc(C(F)(F)F)c1	1.3	-6	-2	1	1.1	-2	1	0	1.5	1.2
O=c1[nH]c(=O)n(-c2cccc(Cl)c2)c(O)c1C=NCCN1CCCCC1	1.2	-6	-4	1.1	1.1	-5	0.6	11	1.1	1.1
Cn1c(O)c(C=NCCN2CCN(C(=O)c3ccccc3)CC2)c(=O)n(C)c1=O	1	-5	-10	1	1	-3	1.1	19	1.2	1.1
CC(C)OC(=O)c1c(N)n(CC2CCCO2)c2nc3ccccc3nc12 (stereo not given)	0.8	-2	-7	1	1	-3	1.1	-5	0.8	0.85
CCOP(=O)(C(NC(=O)c1ccccc1Cl)=C(Cl)Cl)c1ccccc1 (stereo not given)	1	-12	-4	1	1.1	-4	0.9	·	1	1.7
CN(C)C1(c2nnnn2-c2ccc(Cl)cc2)CCCCC1	0.9	-6	-14	1.1	1.1	-6	1	1	0.7	1
O=C1NC(=O)N(Cc2ccccc2)C(=O)/C1=C/N1CCCc2ccccc21	1.2	-8	-14	1	1.1	0	0.9	-31	0.9	0.57
CSc1ccccc1C(=O)C1CCCN(Cc2ccccn2)C1 (stereo not given)	1	-8	-4	1.1	1.1	-8	1	5	1.1	0.88
CC1CCN(CC(=O)c2ccc3c(c2)OCCO3)CC1	1.2	8	-10	1	0.9	-3	1	146*	1.1	1.1
Cc1oc(-c2ccc(Cl)cc2)nc1CS(=O)CC(=O)N1CCC2(CC1)OCCO2 (stereo not given)	1	-6	3	1	1.1	-1	0.9	5	1	0.85
c1ccc2[nH]c(CCNC3CCCCC3)nc2c1	1.1	-4	-45	1	1	-4	2.2*	2	0.8	1.3
CC1CCC(C(C)C)C(OP(N)(=O)c2ccccc2)C1 (stereo not given)	1	-5	-10	1	1	-4	1	6	1	1.4
C#CC[N+]1(C)C2CCC1CC(O)C2 (stereo not given)	1	-5	-9	1	1.1	0	1	-7	1	1.1
Cc1ccc2c(c1)C1CN(C)CCC1N2C(=O)Nc1cccc(Cl)c1 (stereo not given)	1	-2	-6	1	1	-3	1.1	0	0.9	1.1
CCOc1cc(-c2nc3c(C)cccn3c2NCC2CCCO2)ccc1O (stereo not given)	1.1	-6	9	1.1	1.1	-6	0.9	-3	1	0.93
O=[N+]([O-])c1ccc(N2CCNCC2)c(Cl)c1	1	-5	-4	1	1.1	0	0.9	2	1	1.1
CN(C)c1ccc(/C=C2\CC3C4CC=C5CC(O)CCC5(C)C4CCC3(C)C2=O)cc1 (stereo not given)	0.9	2	-16	1	1	0	0.9	4	0.8	1.1
COc1cc(/C=C2\C(=O)NC(=O)N(c3ccccc3)C2=O)c([N+](=O)[O-])cc1OC	0.6	1	0	1	1	4	1	-1	0.3	0.87
CN1CC(C(=O)c2ccc(Cl)cc2)C(c2ccc(N(C)C)cc2)C1 (stereo not given)	0.9	-6	2	1	1.1	-5	1.2	-4	0.9	1.2
O=C(c1cn(Cc2ccccc2)c2ccccc12)C1CC1	1	-1	-6	1	1	1	1	6	1	1.5
COc1ccc(O)c(CN2CCCC(C(=O)c3sccc3C)C2)c1 (stereo not given)	0.8	-7	-10	1.1	1.1	-7	1.1	12	0.7	1.2
CCN(CC)c1ccc(C=C2C(=O)N(C)C(=S)N(C)C2=O)o1	0.9	7	31	0.6	0.9	41	0.9	53	0.9	1.3
CSc1ccc(CNC2CN3CCC2CC3)cc1 (stereo not given)	0.9	-8	-6	1	1.1	-3	0.9	3	1	1.2
